Assay outcomes: PubChem, National Center for Advancing Translational Sciences (NCATS)
uPA surface inh = qHTS for Inhibitors of Cell Surface uPA Generation; cell surface uPA generation assay, qHTS; Potency, µM (doses to about 38.3 µM), inactives show top-dose activity change, negative = inhibition, usual class: inhibitors; hit rate 0.31% among 330,000; active = well fitted inhibition curve with a large enough effect; inconclusive = small, poorly fitted or top-dose-only effect; inactive = no such curve, though single readings can be large or run the other way; tested in mouse RAW 264.7 cells; also: % is scaled to controls: 0 for no effect and ±100 for the full control effect; nearly all actives have a fitted effect of over 55% in size
FLuc modulator = qHTS profiling assay for firefly luciferase inhibitor/activator using purifed enzyme and Km concentrations of substrates (counterscreen for miR-21 project) | Luciferin 4-monooxygenase (Photinus pyralis), P08659 | purified FLuc, Km substrates, luminescence inhibition | Potency, µM (series often up to 57.5 µM), for the others: at the highest dose activity change, negative = inhibition, hits mostly inhibitors | hit rate 6.9% among 360,000 | AID 588342, 2011;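 also: plate controls were vehicle for no effect and reference inhibitor for full effect; nearly all actives have a fitted effect of over 55% in size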
Target sequence (P08659 whole entry, looked up): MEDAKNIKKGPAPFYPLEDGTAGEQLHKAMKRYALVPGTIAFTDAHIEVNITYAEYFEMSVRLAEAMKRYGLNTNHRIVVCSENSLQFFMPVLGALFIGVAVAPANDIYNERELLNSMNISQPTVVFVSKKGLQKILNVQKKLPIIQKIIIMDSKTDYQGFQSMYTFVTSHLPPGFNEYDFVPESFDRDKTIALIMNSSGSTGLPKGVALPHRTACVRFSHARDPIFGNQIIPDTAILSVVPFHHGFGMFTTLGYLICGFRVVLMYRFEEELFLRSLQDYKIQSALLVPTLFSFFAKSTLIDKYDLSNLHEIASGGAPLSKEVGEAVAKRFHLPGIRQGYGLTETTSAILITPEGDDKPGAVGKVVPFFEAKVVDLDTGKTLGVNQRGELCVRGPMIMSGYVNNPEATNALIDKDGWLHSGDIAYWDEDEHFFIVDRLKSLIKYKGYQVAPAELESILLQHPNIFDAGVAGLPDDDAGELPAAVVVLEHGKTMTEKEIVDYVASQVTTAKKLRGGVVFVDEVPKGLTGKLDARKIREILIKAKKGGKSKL
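Biochemical qHTS of compounds, final roughly 60 µM downward over six points, against 10 nM purified firefly luciferase using Km concentrations of substrates (10 uM D-luciferin, 10 uM ATP) in Tris acetate pH 7.5 buffer; luminescence output.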
RORgamma inh = qHTS for inhibitors of ROR gamma transcriptional activity | Nuclear receptor ROR-gamma (Mus musculus), P51450 | Drosophila S2 Gal4-RORgamma UAS-luciferase reporter, 20 h | Potency, µM (titrated, usually from 53.6 µM), for inactives: at the top dose activity change, negative = inhibition, hits mostly inhibitors | hit rate 5.4% among 310,000; also: % is scaled to controls: 0 for no effect and ±100 for the full control effect; nearly all actives have a fitted effect of over 60% in size
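Luciferase reporter read in Schneider cells carrying Gal4-RORγ (mouse) and UAS-Photinus luciferase; cells given compound 1 h before 700 uM copper sulfate induction, then incubated 20 h at ambient temperature.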
Rab9 prom act = qHTS Assay for Rab9 Promoter Activators; Huh7 Rab9 promoter-luciferase reporter, luminescence, 24 h; Potency, µM (series often up to 9.22 µM), for the others: at the top dose activation, negative = inhibition, hits mostly activators; hit rate 2.8% among 320,000; AID 485297, 2010; also: % of control where 0% means no effect; nearly all actives have a fitted effect of over 60% in size
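Quantitative HTS format; Huh7 Rab9-luciferase reporter cells (1500/well) receive compound 2 h post-plating, incubate 24 h at 37 °C, then get luciferase reagent for 10 min before luminescence reading.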
BRCA1 expr act = qHTS Assay to Identify Small Molecule Activators of BRCA1 Expression. MCF7-BRCA1-FFLuc reporter, luminescence, 48 h; response scale: scaled: vehicle 0%, 10 µM genistein 100%. Potency, µM (series often up to 46.1 µM), inactives show top-dose activation, usual class: activators. hit rate 1.1% among 380,000. AID 624202, 2012; also: nearly all actives have a fitted effect of over 80% in size; some results filed as inactive show a strong effect at the top dose
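Luminescence from a BRCA1-driven firefly luciferase in MCF7 cells was the read-out, taken 15 min after substrate addition following 48 h compound exposure at 37 °C. Data were normalized to a 10 microM genistein control and DMSO vehicle.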
MLL CXXC-DNA inh = qHTS Fluorescence Polarization Assay for Inhibitors of MLL CXXC domain - DNA interaction. Histone-lysine N-methyltransferase 2A (Homo sapiens), Q03164. MLL-CXXC / FITC-HOXA9 DNA fluorescence polarization. Potency, µM (doses to about 115 µM), for inactives: at the top dose activity change, negative = inhibition, usual class: inhibitors. hit rate 0.037% among 290,000. AID 2662, 2010; active = well fitted inhibition curve with a large enough effect in the polarisation, with a control signal flat, not every such curve was filed as active; inconclusive = small, poorly fitted or top-dose-only effect, or effect the other way, or a change in a side signal; inactive = no such curve, though single readings can be large or run the other way; the % refers to the polarisation
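Steps: dispense CXXC domain solution (7 uM) → pin compounds or unlabeled HOX-A9 DNA control → 5 min ambient → add FLSN-HOX-A9 solution (50 nM) → spin → 30 min ambient → fluorescence polarization. Tris pH 7.5/NaCl/DTT/BSA buffer.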
MBNL1-CUG inh = qHTS Assay for Inhibitors of MBNL1-poly(CUG) RNA binding. Potency, µM (highest dose often 57.5 µM), without a hit: at the highest dose activity change, negative = inhibition, actives largely listed as inhibitors. hit rate 0.036% among 280,000. TR-FRET MBNL1-His/biotin-(CUG)12 binding, 665/545 ratio; active = well fitted inhibition curve with a large enough effect in the signal ratio, with a control signal flat, not every such curve was filed as active; inconclusive = small, poorly fitted or top-dose-only effect, or effect the other way, or a change in a side signal; inactive = no such curve, though single readings can be large or run the other way; the % refers to the signal ratio; also: % is scaled to controls: 0 for no effect and ±100 for the full control effect
Target sequence (Q9NR56 whole entry, looked up): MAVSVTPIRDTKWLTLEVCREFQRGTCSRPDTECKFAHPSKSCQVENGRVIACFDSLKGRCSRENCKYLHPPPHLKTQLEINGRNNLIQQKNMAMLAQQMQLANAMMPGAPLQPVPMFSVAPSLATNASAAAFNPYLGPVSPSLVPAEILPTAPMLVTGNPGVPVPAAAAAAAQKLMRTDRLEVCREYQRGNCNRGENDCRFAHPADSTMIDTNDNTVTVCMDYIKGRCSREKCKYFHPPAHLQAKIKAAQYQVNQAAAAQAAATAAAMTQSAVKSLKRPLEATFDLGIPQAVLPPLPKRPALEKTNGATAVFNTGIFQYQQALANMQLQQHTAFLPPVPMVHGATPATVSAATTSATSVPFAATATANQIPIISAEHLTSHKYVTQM
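His-tagged MBNL1 binding to biotinylated (CUG)12 RNA was measured by TR-FRET using terbium anti-His antibody (0.055 ng/ul final) and streptavidin-XL665 (5 nM final). Compounds were titrated 92 nM to 58 uM; 60 min at room temperature.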
p53 reactivation = qHTS assay for re-activators of p53 using a Luc reporter; hit rate 0.063% among 320,000; H1299 p53-A138V BP100-luciferase reporter, luminescence, 24 h; AID 504706, 2011; Potency, µM (titrated, usually from 92.2 µM), for inactives: at the highest dose activity change, positive = activation, actives largely listed as activators; also: % of control where 0% means no effect; nearly all actives have a fitted effect of over 45% in size
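p53-null H1299 cells stably carrying temperature-sensitive p53-A138V and a BP100-luciferase reporter were pinned with compounds (4-point, 1:5 series) and held 24 hrs at 37 deg C. Luminescence was read 10 min after detection reagent.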
ELG1 genotox = qHTS screen for small molecules that induce genotoxicity in human embryonic kidney (HEK293T) cells expressing luciferase-tagged ELG1; Potency, µM (doses to about 46 µM), for the others: top-dose activity change, positive = activation, actives largely listed as activators; HEK293T ELG1-luciferase reporter, luminescence, 16 h; AID 504466, 2011; hit rate 1.3% among 330,000; also: % of control where 0% means no effect; nearly all actives have a fitted effect of over 60% in size
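Luminescence read-out: rising ELG1-luciferase signal, reflecting elevated ELG1 protein under genetic stress, flags genotoxic compounds. Cells were treated for 16 hr at 37 °C before ONE-Glo detection.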
NPC1 prom act = qHTS Assay for NPC1 Promoter Activators; Huh7 NPC1 promoter luciferase reporter, 24 h; hit rate 2.4% among 320,000; AID 485313, 2010; Potency, µM (series often up to 9.22 µM), without a hit: top-dose activation, actives largely listed as activators;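 also: % of control where 0% means no effect; nearly all actives have a fitted effect of over 60% in size; reporter is driven by a mutant NPC1 promoter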
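Cells: Huh7 expressing luciferase under the NPC1 promoter, 1500/well. Seeded 2 h, compound added, incubated 24 h at 37 °C. Luciferase reagent, 10 min ambient, then luminescence.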
Gal4-VP16 FLuc = VP16 counterscreen qHTS for inhibitors of ROR gamma transcriptional activity; hit rate 3.5% among 310,000; Potency, µM (highest dose often 53.6 µM), inactives show at the top dose activity, negative = inhibition, usual class: inhibitors; Drosophila S2 Gal4-VP16 UAS-luciferase, luminescence, 20 h;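 also: Gal4-VP16 expression switched on by copper sulfate through the metallothionein promoter; % is scaled to controls: 0 for no effect and ±100 for the full control effect; nearly all actives have a fitted effect of over 50% in size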
* marks the source's active call; other numbers are inactive results; ? = inconclusive; nt = not tested or not shown; [ ] = another dose, or the depositor's remark. Unless noted, calls follow the shape of the dose curve; as a rule, active = well fitted curve in the direction sought with a large enough effect; inconclusive = small, poorly fitted or top-dose-only effect, or another doubt; inactive = no such curve, though single readings can be large; an effect the other way counts as inactive or inconclusive. Potency is read from the fitted curve at half-maximal effect. Not all compounds are listed (hit frequency here may not be typical).

Start of the data: the first six compounds (preview)
SMILES	uPA surface inh	FLuc modulator	RORgamma inh	Rab9 prom act	BRCA1 expr act	MLL CXXC-DNA inh	MBNL1-CUG inh	p53 reactivation	ELG1 genotox	NPC1 prom act	Gal4-VP16 FLuc
O=C(Nc1nccs1)Oc1ccccc1	0%	-4%	6%[10 µM]	-5%	2%	23%	3%	-2%	0%	1%	0%
CCOC(=O)c1c(NC(=O)/C=C/C(=O)O)sc(C)c1-c1ccc(F)cc1	nt	?	?	3%	-83%	-4%	-2%	-3%	-9%	1%	9%
CCCn1c(=S)[nH]c2ccc(C(F)(F)F)cc21	-5%	-13%	15%	-1%	-9%	5%	nt	4%	3%	-9%	2%
c1ccc(CCN2CN(CCCN3CCOCC3)c3nc4ccccc4n3C2)cc1	-1%	1%	3%	-4%	5%	-3%	-7%	8%	1%	-1%	3%
O=C(Nc1cccc(S(=O)(=O)N2CCCC2)c1)c1ccncc1	6%	0%	40%	-7%	-17%	0%	-4%	-5%	-8%	-4%	-9%
CN1CCN(c2cc(C(F)(F)F)nc3ccc(F)cc23)CC1	-5%	5%	-25%	2%	-5%	-6%	6%	-4%	1%	0%	1%

Main list (from the top)
SMILES	uPA surface inh	FLuc modulator	RORgamma inh	Rab9 prom act	BRCA1 expr act	MLL CXXC-DNA inh	MBNL1-CUG inh	p53 reactivation	ELG1 genotox	NPC1 prom act	Gal4-VP16 FLuc
O=C(Nc1nccs1)Oc1ccccc1	0%	-4%	6%[10 µM]	-5%	2%	23%	3%	-2%	0%	1%	0%
CCOC(=O)c1c(NC(=O)/C=C/C(=O)O)sc(C)c1-c1ccc(F)cc1	nt	?	?	3%	-83%	-4%	-2%	-3%	-9%	1%	9%
CCCn1c(=S)[nH]c2ccc(C(F)(F)F)cc21	-5%	-13%	15%	-1%	-9%	5%	nt	4%	3%	-9%	2%
c1ccc(CCN2CN(CCCN3CCOCC3)c3nc4ccccc4n3C2)cc1	-1%	1%	3%	-4%	5%	-3%	-7%	8%	1%	-1%	3%
O=C(Nc1cccc(S(=O)(=O)N2CCCC2)c1)c1ccncc1	6%	0%	40%	-7%	-17%	0%	-4%	-5%	-8%	-4%	-9%
CN1CCN(c2cc(C(F)(F)F)nc3ccc(F)cc23)CC1	-5%	5%	-25%	2%	-5%	-6%	6%	-4%	1%	0%	1%
CCC(=NCCc1c(C)[nH]c2ccc(OC(F)(F)F)cc12)C1=C(O)CC(c2ccccc2)CC1=O (configuration not stated)	-5%	4%	10%	-12%	-74%	3%	nt	7%	0%	-30%[inhibitor]	-5%
COc1ccc(NC(=O)c2ccco2)c(NC(=O)Cc2cccs2)c1	-1%	3%	-2%	-1%	-9%	1%	1%	11%	6%	1%	11%
O=C1NC(Cc2c[nH]c3ccccc23)C(=O)N1Cc1ccccc1 (configuration not stated)	9%	4%	10%	13%	-13%	42%[activator]	-4%	8%	0%	1%	-1%
CC(C)=CCCC(C)CN1CCC(n2nccc2NC(=O)c2ccc3c(c2)OCO3)CC1 (configuration not stated)	-12%	5%	8%	-1%	-1%	5%	2%	7%	0%	-2%	0%
O=C(NNc1nc2c(F)cccc2s1)C1COc2ccccc2O1 (configuration not stated)	3%	?	2%	-4%	-35%	-10%	-11%	2%	4%	7%	-2%
CCN(Cc1ccccc1)Cc1c(F)cccc1F	7%	-1%	-21%	4%	21%	16%	-4%	14%	-6%	-4%	-7%
Cn1c(C(=O)O)cnc1Sc1ncc(C(F)(F)F)cc1Cl	-7%	-14%	-18%	6%	23%	10%	nt	1%	0%	-2%	-11%
Oc1oc(-c2ccc(Br)cc2)nc1C=Nc1ccc(Br)cn1	4%	8%	13%	2%	-6%	10%	6%	-1%	0%	1%	-7%
O=C1C(=O)N(CCN2CCOCC2)C(c2ccccn2)/C1=C(/O)c1ccc(Cl)cc1 (configuration not stated)	9%	2%	?	3%	0%	0%	?	5%	-1%	0%	-8%
CC(C)c1ccccc1NC(=O)C1CC(=O)N(C2CCCC2)C1 (configuration not stated)	2%	2%	nt	4%	2%	-2%	3%	nt	-1%	0%	nt
CCCCNC(=O)/C(=C/c1ccco1)NC(=O)c1ccco1	2%	-1%	-2%	1%	-9%	0%	1%	-1%	-1%	-1%	-5%
COC(=O)COc1c(Cl)cc(C(c2c(C)[nH][nH]c2=O)c2c(C)[nH][nH]c2=O)cc1OC	2%	-2%	2%	-1%	2%	-3%	-4%	1%	-2%	1%	-1%
Cc1ccc(C(=O)O/N=C(\N)Cc2cccs2)cc1[N+](=O)[O-]	-10%	0%	8%	3.2µM*	83%	8%	-1%	4%	?	2.2µM*	-3%
CC(=O)N(C)c1ccc(NC(=S)Nc2ccc(C(C)C)cc2)cc1	-9%	-15%	7.1µM*	-7%	41%	25%	0%	1%	-5%	-2%	22µM*
CCCc1nc2nc(C)c(NS(=O)(=O)c3ccc(C(C)(C)C)cc3)c(=O)n2[nH]1	-2%	-9%	0%	1%	14%	8%	-4%	-1%	0%	1%	-1%
Cc1cccc(NC(=O)c2ccc(N3CCOCC3)c([N+](=O)[O-])c2)n1	-3%	?	33%	?	?	8%	?	-5%	17%	19%	-1%
Cc1ccc(S(=O)(=O)N/N=C/c2ccccc2O)cc1[N+](=O)[O-]	2%	15µM*	-24%	-1%	-11%	0%	7%	5%	11%	-1%	4%
Cc1ccc2cccc(OCC(=O)NCc3ccco3)c2n1	-2%	0%	11%	-8%	-3%	-13%	9%	1%	-9%	-1%	-15%
COc1ccc(NC2CCCN(C(=O)CN3CCOC3=O)C2)cc1 (configuration not stated)	3%	11µM*	-6%	?	1%	3%	44%[activator]	12%	?	?	26%

(cont.)
SMILES	uPA surface inh	FLuc modulator	RORgamma inh	Rab9 prom act	BRCA1 expr act	MLL CXXC-DNA inh	MBNL1-CUG inh	p53 reactivation	ELG1 genotox	NPC1 prom act	Gal4-VP16 FLuc
COc1ccc(NC(=O)NNC(=O)c2ccccc2-n2cccc2)cc1OC	3%	-3%	0%	-1%	-3%	?	-5%	-3%	0%	-1%	-11%
O=C(Nc1ccc(CSc2ccccc2)cc1)c1ccccc1	3%	4%	-6%	20%	14%	2%	-1%	2%	3%	14%	18%
O=S(=O)(c1ccc2c(c1)C(=NO)c1cc(S(=O)(=O)N3CCCCC3)ccc1-2)N1CCCCC1	-18%	11%	3.5µM*	-45%[inhibitor]	-94%	12%	6%	-11%	-6%	-40%[inhibitor]	3.2µM*
CCOc1ccccc1/C=C(/NC(=O)c1ccccc1)C(=O)NC(C)c1ccccc1 (configuration not stated)	5%	6%	14%	0%	-27%	7%	6%	-4%	1%	-2%	4%
CNc1oc(-c2ccc(Cl)cc2)nc1P(=O)(c1ccccc1)c1ccccc1	-1%	0%	28%	-9%	-35%	-10%	2%	-2%	1%	-3%	-14%
O=C(CCNC(=O)c1ccccc1Cl)NCCC1=CCCCC1	-3%	4%	nt	-2%	40%	nt	nt	6%	4%	1%	nt
O=C(O)CCOc1ccc2c(c1)OCCO2	-2%	-3%	-12%	1%	-17%	6%	-11%	0%	3%	-1%	6%
COc1ccc(CC(=O)OC2CCCN(C)C2)cc1 (configuration not stated)	2%	5%	-38%	0%	0%	4%	-2%	11%	-2%	-3%	0%
COc1ccc2c(c1)OC13CCN(C)CC1C2C(C(=O)c1ccc(F)cc1)C(=O)N3 (configuration not stated)	-7%	1%	29%	-3%	-3%	25%	-13%	-12%	1%	-1%	-14%
CCc1nnc(NC(=O)C(NS(=O)(=O)c2ccc3c(c2)OCCO3)C(C)C)s1 (configuration not stated)	0%	15%	12%	12%	-2%	-11%	5%	0%	1%	0%	-8%
